Screens (PubChem)
Tb PYK inh = qHTS of Trypanosoma Brucei Inhibitors. pyruvate kinase (Trypanosoma brucei), Q57TT1. TbPYK enzyme, Kinase-Glo Plus ATP luminescence, 45 min. Potency, µM (doses to about 76.8 µM), for inactives: at the top dose activity, negative = inhibition, most hits filed as inhibitors. 0.12% of 410,000 active; further: potency means the concentration at half of the fitted maximal effect; on the % scale 0 is the no-effect control and ±100 the full control effect; nearly all actives have a fitted effect of over 50% in size
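Enzyme and substrate buffer are dispensed first and compound is pin-transferred. ADP at 130 uM final then starts the reaction, which runs 45 min at room temperature. Detection reagent is added for 10 min before luminescence is imaged.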
CHX counter = Cycloheximide Counterscreen for Small Molecule Inhibitors of Shiga Toxin; cell reporter, cycloheximide protein synthesis inhibition counterscreen; max response, %; 12% of 300,000 active; AID 2314, 2010; in the data active means max response mostly above about 13%, no sharp cut-off; inactive means mostly below about 14%; further: read at 38.3 µM for the half of the compounds with a filed dose; 0% is about no effect
LmPK inhibitor = qHTS Assay for Inhibitors of Leishmania Mexicana Pyruvate Kinase (LmPK); purified LmPK, Kinase-Glo ATP luminescence, 1 h; Potency, µM (doses to about 57.5 µM), without a hit: at the top dose activity change, negative = inhibition, actives largely listed as inhibitors; 0.37% of 290,000 active; further: potency means the concentration at half of the fitted maximal effect; on the % scale 0 is the no-effect control and ±100 the full control effect
Target sequence (Q27686 whole entry, looked up): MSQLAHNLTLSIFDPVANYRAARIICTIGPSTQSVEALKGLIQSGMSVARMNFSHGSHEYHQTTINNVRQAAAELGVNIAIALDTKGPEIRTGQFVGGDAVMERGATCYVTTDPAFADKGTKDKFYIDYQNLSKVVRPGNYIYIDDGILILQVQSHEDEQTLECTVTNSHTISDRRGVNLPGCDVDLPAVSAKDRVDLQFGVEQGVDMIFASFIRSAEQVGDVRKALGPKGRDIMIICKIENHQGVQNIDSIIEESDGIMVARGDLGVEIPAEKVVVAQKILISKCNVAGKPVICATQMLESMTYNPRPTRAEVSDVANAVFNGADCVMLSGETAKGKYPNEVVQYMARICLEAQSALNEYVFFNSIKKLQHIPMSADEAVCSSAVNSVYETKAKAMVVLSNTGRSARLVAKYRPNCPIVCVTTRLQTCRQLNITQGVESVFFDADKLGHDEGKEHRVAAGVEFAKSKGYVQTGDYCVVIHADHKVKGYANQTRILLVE
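Purified LmPK (0.1 nM) with 0.5 mM PEP and 0.1 mM ADP in imidazole buffer pH 7.2 with MgCl2/KCl, 1 h at room temperature. ATP formed was read by luciferase luminescence and normalized to no-enzyme and uninhibited controls.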
Pf growth 96h = Primary qHTS for delayed death inhibitors of the malarial parasite plastid, 96 hour incubation | P. falciparum luciferase reporter growth, 96 h | Potency, µM (highest dose often 28.7 µM), without a hit: at the top dose activity change, negative = inhibition, actives largely listed as inhibitors | 6.9% of 320,000 active | AID 504834, 2011; further: potency means the concentration at half of the fitted maximal effect; on the % scale 0 is the no-effect control and ±100 the full control effect
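Two parasite generations (96 h, 37 C, 5% CO2) of compound exposure in infected erythrocytes (0.05% parasitemia, 2% hematocrit). Luciferase-reporter P. falciparum; decreased luminescence indicates inhibited growth, aimed at apicoplast-acting delayed death.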
AmpC inh no detg = qHTS Inhibitors of AmpC Beta-Lactamase (assay without detergent); P00811; AmpC nitrocefin hydrolysis, absorbance 480 nm, 0.0001% Triton; Potency, µM (highest dose often 57.1 µM), for the others: at the top dose activity change, negative = inhibition, hits mostly inhibitors; 0.52% of 330,000 active; AID 485341, 2010;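 further: potency means the concentration at half of the fitted maximal effect; plate controls were no compound for no effect and no enzyme for full effect; nearly all actives have a fitted effect of over 20% in size; some results filed as inactive show a strong effect at the top dose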
Target sequence (P00811 whole entry, looked up): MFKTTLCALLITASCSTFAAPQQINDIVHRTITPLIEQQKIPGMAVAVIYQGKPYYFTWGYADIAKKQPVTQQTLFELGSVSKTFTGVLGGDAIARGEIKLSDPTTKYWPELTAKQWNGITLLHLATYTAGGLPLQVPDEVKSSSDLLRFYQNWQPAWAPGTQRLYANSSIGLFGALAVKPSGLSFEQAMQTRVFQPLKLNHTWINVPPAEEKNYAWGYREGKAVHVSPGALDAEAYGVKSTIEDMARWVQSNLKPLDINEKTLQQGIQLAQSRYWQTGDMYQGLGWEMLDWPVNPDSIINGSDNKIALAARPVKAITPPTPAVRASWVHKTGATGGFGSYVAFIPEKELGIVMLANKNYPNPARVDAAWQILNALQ
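AmpC (5.3 nM in the dispensed reagent) in 20 mM phosphate pH 7.0 with 0.01% (detergent screen) or 0.0001% Triton X-100 was preincubated with compounds for 15 min at room temperature. Nitrocefin was then added from an 800 uM solution, and hydrolysis was followed at 480 nm.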
Pf growth 48h = Primary qHTS for delayed death inhibitors of the malarial parasite plastid, 48 hour incubation; Potency, µM (top dose mostly 28.7 µM), for inactives: top-dose activity change, negative = inhibition, usual class: inhibitors; AID 504832, 2011; P. falciparum luciferase growth in erythrocytes, 48 h; 5.9% of 310,000 active; further: potency means the concentration at half of the fitted maximal effect; on the % scale 0 is the no-effect control and ±100 the full control effect
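First compound was added to culture medium, then infected red cells at 0.1% parasitemia and 2% hematocrit (final). After incubation at 37 C under 5% CO2, luciferase detection reagent was dispensed and light output recorded.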
Shiga inhibitor = A qHTS for Small Molecule Inhibitors of Shiga Toxin; inhibition, % at 38.7 µM; 9.2% of 290,000 active; Vero cells, Shiga toxin protein synthesis inhibition reporter; AID 2315, 2010; in the data active means inhibition mostly above about 28%, no sharp cut-off; inactive means mostly below about 43%; further: 0% is about no effect
* = called active by the depositor; ? = inconclusive; . = not tested or not shown; [ ] = remark or other dose. Unless noted, the call rests on the fitted dose curve; in most records, active means well fitted curve in the direction sought with a large enough effect; inconclusive means small, poorly fitted or top-dose-only effect, or another doubt; inactive means no such curve, though single readings can be large; an effect the other way counts as inactive or inconclusive.

SMILES	Tb PYK inh	CHX counter	LmPK inhibitor	Pf growth 96h	AmpC inh no detg	Pf growth 48h	Shiga inhibitor
COc1ccccc1CNC(=O)c1ccc(OCC2CCCO2)cc1 (centres undefined)	-10%	-2	2%	-29%	-20%	11%	-7
CCCCNCc1cc2ccccc2o1	7%	-2	-7%	26%	-6%	3%	-4
COC(=O)c1cc(NS(=O)(=O)c2ccc(NCc3cccnc3)c([N+](=O)[O-])c2)cc(C(=O)OC)c1	-6%	-6	3%	-13%	-20%	0%	-4
CCOC(=O)COc1coc(CN2CCN(c3cccc(Cl)c3)CC2)cc1=O	-14%	1	-6%	?	76%[activator]	1%	-8
COc1ccc(/C=N/NC(=O)c2ccc(Cl)cc2)cc1COC(C)=O	1%	1	-1%	13%	-42%	3%	-3
Cc1ccc2nccc(C(=O)N3CCCC(Nc4ccc(C)c(C)c4)C3)c2c1 (centres undefined)	6%	-10	-1%	-17%	125%[activator]	?	-8
NNc1cc([N+](=O)[O-])cc2c1C(=O)N(Cc1ccccc1)S2=O (centres undefined)	-12%	7	2%	-7%	-27%	-10%	31
COc1ccc2nc(N3C(=O)/C(=C/c4ccc(Cl)cc4)NC3=S)sc2c1	-4%	-2	0%	?	-26%	14%	2
CCCCN(C(=O)C1CC(=O)N(CCc2ccc(OC)c(OC)c2)C1)c1c(N)n(CCCC)c(=O)[nH]c1=O (centres undefined)	-1%	.	.	-1%	-18%	?	.
COc1ccc(C(=O)C2CCCN(Cc3cccc(C)n3)C2)c(OC)c1 (centres undefined)	0%	-1	0%	1µM*	10%	1.5µM*	4
Cc1cc(C)c(C)c(S(=O)(=O)N2CCC(C(=O)NCCCN3CCOCC3)CC2)c1C	-13%	.	.	0%	160%[activator]	?	.
Cc1ccc(SCCNC(=O)C(C)C)cc1	-3%	-3	-10%	23%	-1%	11%	-7
CCOC(=O)Cc1csc(NC(=O)CSc2ccc(Br)cc2)n1	35%	-1	3%	2.6µM*	-18%	10µM*	15
COc1cc(C2/C(=C(\O)c3cc(C)ccc3C)C(=O)C(=O)N2CCN(C)C)ccc1O (centres undefined)	2%	5	2%	-17%	-2%	?	10
COC(=O)c1ccc(CSc2nc3sc4c(c3c(=O)n2C)CCCC4)o1	1%	-3	1%	?	-8%	10%	-12
CCN(CC)C(=O)[C@@]1(c2ccccc2)C[C@@H]1CN	-6%	.	.	-4%	.	-7%	.
CC(C)C(NC(=O)c1ccccc1)C(=O)OCn1nnc2ccccc2c1=O (centres undefined)	9%	.	.	10%	-26%	-11%	.
CCOC(=O)C(C)On1c(-n2nc(C)cc2C)nc2ccccc2c1=O (centres undefined)	1%	8	2%	?	-9%	-22%	3
O=C(CN1C(=O)/C(=C2\SC(=S)N(C3CCS(=O)(=O)C3)C2=O)c2ccccc21)Nc1ccc(F)cc1 (centres undefined)	-7%	-3	-16%	8%	-15%	6%	-4
N#Cc1ccc(C(=O)N2CCN(C(=O)C3CCCO3)CC2)cc1 (centres undefined)	2%	.	.	-8%	-1%	?	.
N#CCSc1nnc(Cc2cccc3ccccc23)n1C1CCCCC1	2%	-3	2%	?	42%	.	-19
C[Se]CCC(N)C(=O)O (centres undefined)	?	1	.	?	.	2%	14
CCn1c(=NC(=O)c2cccc(N3C(=O)CCC3=O)c2)sc2c(C)ccc(OC)c21	-2%	3	6%	-1%	62%[activator]	-16%	48
Cc1c(C)n(Cc2ccccc2)c2ncnc(NCCN(C)C)c12	0%	-3	-4%	4%	18%	?	-2
COc1ccc(OC)c(C2C(C(=O)c3ccc(C)o3)=C(O)C(=O)N2c2cc(C)on2)c1 (centres undefined)	0%	-1	11%	?	-18%	-10%	2

Following part
SMILES	Tb PYK inh	CHX counter	LmPK inhibitor	Pf growth 96h	AmpC inh no detg	Pf growth 48h	Shiga inhibitor
CCc1nc2ccccc2c(C(=O)OCC(=O)C(C)(C)C)c1C	3%	1	15%	?	36%	?	2
O=C(NCCn1cc(SCc2ccc(F)cc2)c2ccccc21)c1ccccc1F	1%	8	3%	?	-22%	-16%	14
Cc1cc(C)c2[nH]c(=O)c(CN(CC3CCCO3)C(=O)C3CCCO3)cc2c1 (centres undefined)	-9%	-3	10%	2%	-15%	12%	7
COc1ccc(CCNC2CC(=O)N(N(C)C)C2=O)cc1OC (centres undefined)	-9%	8	-16%	21%	-13%	137%[activator]	-12
O=S(=O)(c1ccccc1)N1CCN(C(c2ccccc2)c2ccc(OC(F)(F)F)cc2)CC1 (centres undefined)	3%	-4	1%	2%	-19%	.	-1
Cc1ccccc1NC(=S)N(Cc1cccnc1)Cc1ccccc1Cl	0%	-2	-4%	?	-9%	?	-15
COc1ccc(S(=O)(=O)NC(C(=O)NCCc2ccccn2)C(C)C)cc1 (centres undefined)	1%	-1	-7%	-2%	-13%	1%	-15
O=C(Nc1ccccc1OC(F)F)c1cccc(S(=O)(=O)N2CCCC2)c1	2%	14	-7%	?	-11%	-18%	3
COc1ccc(/C=C(/C(=O)c2ccc(Cl)cc2Cl)n2cncn2)cc1	-3%	-2	0%	0%	1%	-3%	-16
Nc1ccc(C(=O)OCCc2ccccc2)cc1	2%	.	.	187%[activator]	-37%	181%[activator]	.
O=C(NCC(c1ccco1)N1CCCCC1)C(c1ccccc1)c1ccccc1 (centres undefined)	-3%	29	0%	-105%	32%	?	32
Cn1c(N)c(C(=O)CSc2nc(N)cc(=O)[nH]2)c(=O)n(C)c1=O	-6%	2	2%	-50%	-18%	.	-23
NC(=O)CSc1nccn1Cc1ccc(Cl)cc1	-3%	-1	0%	23%	1%	-7%	-8
COc1ccccc1C(=O)NCCC(=O)Nc1ccc(S(=O)(=O)Nc2ncccn2)cc1	5%	.	.	-28%	-18%	?	.
CN(C(=O)c1cnc(N2CCN(c3ncccn3)CC2)c2ccccc12)c1ccc(Cl)cc1	-2%	-5	8%	18%	-4%	?	-3
Cc1cc(C)c(NC2=NS(=O)(=O)c3ccccc32)c(C)c1	-6%	-7	5%	?	-7%	.	-11
COc1ccc(OCC(=O)N2CCN(c3nnc(-c4ccccc4)c4ccccc34)CC2)cc1	2%	1	1%	1.9µM*	43%[activator]	?	-4
COC(=O)Cc1ccc(NC(=O)c2ccc3c(c2)C(=O)N(CC2CCCO2)C3=O)cc1 (centres undefined)	-1%	1	-5%	?	16%	12%	-5
COc1ccc(S(=O)(=O)N(CC(=O)N2CCN(C)CC2)C2CCCCC2)cc1OC	4%	-4	3%	9%	1%	-23%	-23
CN(C(=O)COC(=O)CSc1ccc([N+](=O)[O-])cc1)c1ccccc1	-23%	.	.	-9%	-27%	-1%	.
CCc1nc(CNC(=O)C2CCC(=O)N(CCc3cccc(F)c3)C2)no1 (centres undefined)	-4%	9	-7%	?	27%	20%	36
Cc1nn(-c2ccccc2)c(C)c1/C=N/NC(=O)c1cc(C23CC4CC(CC(C4)C2)C3)[nH]n1	-2%	-2	6%	2.1µM*	-11%	3.3µM*	-7
COc1ccc(CCNC(=O)CN2C(=O)NC(Cc3c[nH]c4ccccc34)C2=O)cc1 (centres undefined)	-1%	6	3%	12%	-11%	-16%	-5
Cc1cc(C)c(C(=O)N2CCCC(CNS(=O)(=O)c3cccs3)C2)o1 (centres undefined)	-12%	6	0%	-20%	-1%	3%	2
Cc1ccc(C)c(OCCCCCn2ccnc2)c1	-14%	5	-1%	12µM*	?	15µM*	9

Reformatted bar-delimited: part of the list above
Structure | Tb PYK inh | CHX counter | LmPK inhibitor | Pf growth 96h | AmpC inh no detg | Pf growth 48h | Shiga inhibitor
COc1ccc(OCC(=O)N2CCN(c3nnc(-c4ccccc4)c4ccccc34)CC2)cc1 | 2% | 1 | 1% | 1.9µM* | 43%[activator] | ? | -4
COC(=O)Cc1ccc(NC(=O)c2ccc3c(c2)C(=O)N(CC2CCCO2)C3=O)cc1 (centres undefined) | -1% | 1 | -5% | ? | 16% | 12% | -5
COc1ccc(S(=O)(=O)N(CC(=O)N2CCN(C)CC2)C2CCCCC2)cc1OC | 4% | -4 | 3% | 9% | 1% | -23% | -23
CN(C(=O)COC(=O)CSc1ccc([N+](=O)[O-])cc1)c1ccccc1 | -23% | . | . | -9% | -27% | -1% | .
CCc1nc(CNC(=O)C2CCC(=O)N(CCc3cccc(F)c3)C2)no1 (centres undefined) | -4% | 9 | -7% | ? | 27% | 20% | 36
Cc1nn(-c2ccccc2)c(C)c1/C=N/NC(=O)c1cc(C23CC4CC(CC(C4)C2)C3)[nH]n1 | -2% | -2 | 6% | 2.1µM* | -11% | 3.3µM* | -7

(continued)
SMILES	Tb PYK inh	CHX counter	LmPK inhibitor	Pf growth 96h	AmpC inh no detg	Pf growth 48h	Shiga inhibitor
CC(=O)Nc1c(I)c(C(=O)O)c(I)c(N(C)C(C)=O)c1I	0%	.	.	-24%	.	-24%	.
Cn1nccc1C(=O)N1CCc2ccccc21	-3%	3	-3%	1%	-14%	22%	10
N=c1c2ccccc2nnn1-c1cccc(C(F)(F)F)c1	5%	25	2%	?	-20%	13µM*	20
COc1ccc(-n2c(=O)c3ccccc3c3ccccc3c2=O)c(OC)c1	-6%	0	1%	18%	-21%	-1%	-7
CN(C)c1nc(-c2ccccc2)c2cc(Cl)ccc2n1	5%	-1	-3%	5%	-9%	-14%	-4
COc1ccc(-c2[nH]ncc2CN2CCC(c3ccncc3)CC2)cc1F	1%	-2	0%	-7%	2%	2%	-15
O=C(Cn1nc(-c2ccccc2)ccc1=O)Nc1ccc(N2CCN(C(=O)c3cccs3)CC2)cc1	3%	0	-6%	?	88%[activator]	8%	-9
COc1cc2c(cc1OC)CN(CC(=O)NC(=O)NC1CCCCC1)CC2	-5%	5	2%	-4%	83%[activator]	-22%	-12
CCn1c(SCC(=O)Nc2cccc(F)c2)nnc1-c1cc2cc(Br)ccc2o1	-3%	-2	-3%	-30%	-3%	?	-15
C=CCc1ccc(OCCOc2cccc3cccnc23)c(OC)c1	-7%	-1	1%	-26%	49%	?	23
CC(=O)Nc1ccc(NC(=O)CSc2ncc(C(=O)Nc3ccc(Cl)cc3)c(=O)n2C)cc1	-12%	.	.	52%[activator]	-2%	83%[activator]	.
COc1ccc(C(=O)/C=C2/C(=O)Nc3ccccc32)cc1OC	-2%	-1	1%	-22%	-11%	?	10
Cc1nn(Cc2ccc(C(=O)NC(C)(C)C)o2)c(C)c1Br	-3%	14	4%	-13%	56%	?	20
COC(=O)c1cccc(NS(=O)(=O)c2cccs2)c1C	3%	13	6%	.	.	19%	37
COc1ccccc1CNC(=O)C1CCN(S(=O)(=O)c2ccc3nc4c(c(C(=O)O)c3c2)CCCC4)CC1	0%	2	0%	-26%	-24%	9%	-5
CC1=C(C(=O)N(C)C)C(c2ccccc2OC(F)F)NC(=O)N1 (centres undefined)	0%	5	-3%	20%	2%[2.29 µM]	-10%[5.75 µM]	8
